PhoP GFP inhibition = PhoP regulon inhibitors, Salmonella typhi PhoP promoter GFP reporter, confirmatory (AID 1850); Salmonella Typhi PhoP-promoter GFP reporter, fluorescence, 4 h; higher % means a stronger effect; 0.33% of 310,000 active; inhibition, % at 50 µM, or IC50 in µM where a hit was titrated; in the data active = a potency from the dose series; inconclusive = inhibition mostly from about 25% at the one dose, without a potency; inactive = the rest, 99 in 100 with inhibition below about 19%;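 note: 0% = induced wells with vehicle and 100% = uninduced wells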
M. tuberculosis = growth inhibition of non-replicating M. tuberculosis (AID 488890). Mycobacterium tuberculosis non-replicating, growth inhibition; higher % means a stronger effect. one-dose inhibition, % at 25 µM; IC50 in µM for titrated hits. 0.39% of 320,000 active; in the data active = a potency from the dose series; inconclusive = inhibition mostly from about 82% at the one dose, without a potency; inactive = the rest, 99 in 100 with inhibition below about 76%;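 note: plate controls were DMSO cells for no effect and high antibiotic wells for full effect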
VEEV TC-83 Vero = inhibitors of VEEV TC-83 cytopathic effect, confirmation, Vero cells (AID 588727). Vero cells, VEEV TC-83 cytopathic effect inhibition; higher % means a stronger effect. inhibition, % at 20 µM, or IC50 in µM where a hit was titrated. 0.13% of 350,000 active; in the data active = a potency from the dose series; inconclusive = inhibition mostly from about 14% at the one dose, without a potency; inactive = the rest, 99 in 100 with inhibition below about 12%; note: strong numbers were not always called active
influenza NS1A = NS1A inhibition, H1N1 influenza, cell based functional assay (AID 504329). NS1A functional cell-based assay, percent inhibition; higher % means a stronger effect. inhibition, % at 12.5 µM; hits with a dose series show IC50 in µM. 0.3% of 340,000 active; in the data active = a potency from the dose series; inconclusive = inhibition above about 27% without an active follow-up result; note: strong numbers were not always called active
M. tuberculosis HTS = M. tuberculosis growth inhibition, HTS (AID 449762); 0.59% of 330,000 active; M. tuberculosis H37Rv growth inhibition, 7H9 media; higher % means a stronger effect; one-dose inhibition, % at 25 µM; IC50 in µM for titrated hits; in the data active = a potency from the dose series; inconclusive = inhibition above about 70% without an active follow-up result;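 note: bacterial growth assessed after seven days of incubation; strong numbers were not always called active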
VEEV TC-83 Vero 10K pilot screen = further read-out of VEEV TC-83 Vero, marked with its call; inhibition, %; measured here: 10K pilot screen inhibition
* = called active by the depositor; i = inactive; ? = inconclusive; . = not tested or not shown.

The opening three compounds as a preview:
SMILES	PhoP GFP inhibition	M. tuberculosis	VEEV TC-83 Vero	influenza NS1A	M. tuberculosis HTS	others
Cc1ccc(-n2cnc3cc(NCc4cccs4)ccc32)cc1	4%	39%	i	3%	?
Cc1ccc(C2CCN(C(=S)NC3CCCCC3)C2)cc1 (stereo not given)	-1%	?	i	-4%	1%
Cc1ccccc1C(=O)N1N=C(c2ccc(NS(C)(=O)=O)cc2)CC1c1cccs1 (stereo not given)	-4%	11%	2.4%	20%	6%

The listing, from the first entry:
SMILES	PhoP GFP inhibition	M. tuberculosis	VEEV TC-83 Vero	influenza NS1A	M. tuberculosis HTS	others
Cc1ccc(-n2cnc3cc(NCc4cccs4)ccc32)cc1	4%	39%	i	3%	?
Cc1ccc(C2CCN(C(=S)NC3CCCCC3)C2)cc1 (stereo not given)	-1%	?	i	-4%	1%
Cc1ccccc1C(=O)N1N=C(c2ccc(NS(C)(=O)=O)cc2)CC1c1cccs1 (stereo not given)	-4%	11%	2.4%	20%	6%
COc1ccc(C(=O)CSc2nnc(CNc3nc(-c4ccccc4)cs3)n2C)cc1	4%	32%	7.2%	7%	-11%
Cc1ccc(C(=O)N2[C@@H]3CN(C)C(=O)[C@@]2(Cc2ccccc2)[C@H]2C(=O)N(Cc4ccccc4)C(=O)[C@@H]32)cc1	.	.	0.1%	-1%	.
Cc1ccc2nc3n(c(=O)c2c1)CCC3	-5%	-2%	0.5%	-6%	0%
O=C(c1ccc(C#Cc2ccccc2)o1)N1CCN(c2ccccn2)CC1	-12%	42%	6.3%	0%	98%
O=C(NCCC1=CCCCC1)C(=O)NCCc1ccc(Cl)cc1	5%	1%	i	1%	0%
O=C(OCCOc1ccccc1Cl)c1ccc(-n2cnnn2)cc1	9%	21%	2.9%	-1%	-2%
CC(=O)OC1CCC2(/C=N/O)C(=CCC3C4CCC(=O)C4(C)CCC32)C1 (stereo not given)	-3%	9%	i	-34%	8%
Cc1oc2ccccc2c1CC(=O)NCCCN(C)C	-13%	7%	0.1%	.	1%
Cc1ccc(CNS(=O)(=O)NCc2ccccc2)cc1	14%	7%	1.1%	-4%	0%
CC(=O)c1ccc(OCC(=O)Nc2c(C)nn(-c3ccccc3)c2C)cc1	9%	-2%	9.1%	-8%	-8%
CC(Oc1ccccc1F)C(=O)NNC(=O)c1cccc(S(=O)(=O)N2CCN(C)CC2)c1 (stereo not given)	.	-10%	2.1%	-11%	-4%
CCOC(=O)CCC(=O)Nc1ccc([N+](=O)[O-])cc1C	5%	2%	1.4%	.	-3%
COC(=O)c1sc(S(=O)(=O)N2CCN(CCO)CC2)c(C(=O)OC)c1C	7%	-2%	0.9%	-9%	21%
C/C(=N\Nc1cccc(C(=O)O)c1)c1cc2ccccc2o1	0%	12%	7.1%	-3%	10%
Cc1cc(C)cc(NC(=O)C2CCCN2C(=O)NC2CCCCC2)c1 (stereo not given)	-19%	-4%	1.3%	-8%	-4%
Cn1c(SCc2ccc([N+](=O)[O-])cc2)nnc1-c1ccncc1	-1%	-13%	0.7%	-7%	-3%
NS(=O)(=O)c1cccc(NC(=O)CC23CC4CC(C2)CC(CC(=O)Nc2cccc(S(N)(=O)=O)c2)(C4)C3)c1	4%	10%	7.5%	-17%	-3%
COc1cccc(CNC(=O)c2nnn(CC(=O)Nc3ccc4c(c3)OCO4)c2N)c1	13%	-1%	i	4%	-1%
Cc1cccc(C)c1NC(=S)N1CCC(c2ccccc2)C1 (stereo not given)	17%	14%	i	-11%	8%
O=C(N1CCOCC1)N1CCN(c2nc(-c3ccccc3)cs2)CC1	.	.	i	8%	.
CC1CCN(CCc2nc3cc(NC(=O)COc4ccccc4)ccc3n2C)CC1	5%	39%	1.9%	1%	2%
COc1ccc(N2C(=O)C3CCCN3C2c2ccc(C)cc2)cc1Cl (stereo not given)	-1%	5%	i	2%	34%
COCCSc1ccccc1C(=O)Nc1ccc2c(c1)OCO2	-8%	9%	1.0%	-11%	-3%
Cc1ccc(C)c(OCCC(=O)OCc2csc(CC(=O)Nc3ccccc3C)n2)c1	.	.	7.4%	-19%	.
CC(COc1ccccc1)OC(=O)Nc1ccccc1 (stereo not given)	.	.	3.0%	-19%	.
Cc1cc(C)n2nc(SCC(=O)N/N=C/c3cccc(Br)c3)nc2n1	2%	-14%	i	-6%	-4%
Fc1ccc(/C=C/c2nnc(-c3cccs3)o2)cc1	-1%	76%	1.9%	1%	33%

Reprinted at random: 3 records from the list
SMILES	PhoP GFP inhibition	M. tuberculosis	VEEV TC-83 Vero	influenza NS1A	M. tuberculosis HTS	others
Cc1cccc(C)c1NC(=S)N1CCC(c2ccccc2)C1 (stereo not given)	17%	14%	i	-11%	8%
C/C(=N\Nc1cccc(C(=O)O)c1)c1cc2ccccc2o1	0%	12%	7.1%	-3%	10%
Cc1cc(C)cc(NC(=O)C2CCCN2C(=O)NC2CCCCC2)c1 (stereo not given)	-19%	-4%	1.3%	-8%	-4%

Following part
SMILES	PhoP GFP inhibition	M. tuberculosis	VEEV TC-83 Vero	influenza NS1A	M. tuberculosis HTS	others
O=c1[nH]c2cc3c(cc2cc1CN(Cc1ccc2c(c1)OCO2)Cc1nnnn1CC1CCCO1)OCO3 (stereo not given)	-5%	10%	7.3%	-9%	1%
O=C(CN1C(=O)c2ccccc2C1=O)OCC(=O)N1CCc2ccccc2C1	1%	19%	i	-5%	2%
CC(C)c1cc(C(=O)Nc2ccc3c(c2)OCO3)no1	33%	.	7.2%	5%	-5%
COc1ccc(CC(=O)Nc2oc(-c3ccccc3)c(-c3ccccc3)c2C#N)cc1OC	4%	-7%	1.7%	8%	-2%
c1cncc(-c2nc(-c3ccc4c(c3)OCCO4)cs2)c1	-1%	62%	3.2%	-3%	?
CCOC(=O)Cc1csc(NC(=O)c2cc3c(s2)CCCC3)n1	-4%	46%	i	18%	26%
CC1(C)C2CCC13CS(=O)(=O)NC3C2 (stereo not given)	0%	-4%	1.6%	2%	2%
CCOC(=O)C1CCN(C(=O)c2ccc3c(c2)OCO3)CC1	-2%	-5%	i	7%	-4%
Cc1ccc(-c2nc(N)n(S(C)(=O)=O)n2)cc1	3%	5%	0.6%	-13%	-7%
Cc1cccc(NC(=O)CSc2nnc(C3CC3)n2CC2CCCO2)c1 (stereo not given)	-18%	-3%	0.5%	2%	-4%
COc1ccc2oc(=O)c(C(=O)Oc3ccc(NC(C)=O)cc3)cc2c1	-4%	5%	i	-15%	4%
CC1CCCC(C)N1C(=O)CN1C(=O)C(C)(C)Oc2ccc(C(=O)NC3CCCCC3)cc21 (stereo not given)	6%	19%	1.9%	-2%	-8%
OC(COC(c1ccccc1)c1ccccc1)CN1CCN(c2ccccn2)CC1 (stereo not given)	-6%	33%	i	8%	10%
O=C(COc1cccc(C(F)(F)F)c1)N1CCN(c2ccccc2O)CC1	0%	3%	3.1%	5%	39%
CCCN1CCC2(CC1)NC(C(=O)O)Cc1c2[nH]c2ccccc12 (stereo not given)	1%	12%	i	-18%	1%

Not a retest: an excerpt of the list.
SMILES	PhoP GFP inhibition	M. tuberculosis	VEEV TC-83 Vero	influenza NS1A	M. tuberculosis HTS	others
O=c1[nH]c2cc3c(cc2cc1CN(Cc1ccc2c(c1)OCO2)Cc1nnnn1CC1CCCO1)OCO3 (stereo not given)	-5%	10%	7.3%	-9%	1%
O=C(CN1C(=O)c2ccccc2C1=O)OCC(=O)N1CCc2ccccc2C1	1%	19%	i	-5%	2%
CC(C)c1cc(C(=O)Nc2ccc3c(c2)OCO3)no1	33%	.	7.2%	5%	-5%
COc1ccc(CC(=O)Nc2oc(-c3ccccc3)c(-c3ccccc3)c2C#N)cc1OC	4%	-7%	1.7%	8%	-2%
c1cncc(-c2nc(-c3ccc4c(c3)OCCO4)cs2)c1	-1%	62%	3.2%	-3%	?

New compounds follow:
SMILES	PhoP GFP inhibition	M. tuberculosis	VEEV TC-83 Vero	influenza NS1A	M. tuberculosis HTS	others
O=C(CN1CCCCC1)Nc1nc(-c2ccc(Cl)cc2)cs1	13%	58%	0.7%	-3%	66%
CC(C)Oc1cccc(C(=O)C2CCCN(C(=O)c3csnn3)C2)c1 (stereo not given)	5%	-2%	0.6%	7%	-6%
CCCN1C2CCCC1CC(NC(=S)Nc1cc(C)cc(C)c1)C2 (stereo not given)	6%	12%	0.1%	4%	0%
Nc1nc(SCC(=O)NCCCN2CCOCC2)nc2sc3c(c12)CCC3	-8%	-13%	0.2%	-2%	-8%
Cc1ccc(OC/C(O)=C(\C#N)c2nc3ccccc3s2)cc1	-2%	?	3.1%	5%	21µM*
Cc1cc(C)c(C(=O)Nc2ccc(C)c(C)c2)c(CC(C)(C)C(=O)O)c1	2%	-14%	1.1%	-8%	-12%
CCCc1c(O)nc(SC2CC(=O)N(c3ccc(OC)cc3)C2=O)[nH]c1=O (stereo not given)	1%	-11%	1.5%	-11%	-1%
CN(CC(=O)NCc1ccccc1)S(=O)(=O)c1ccc2c(c1)CCC(=O)N2	-6%	10%	i	-5%	0%
CNC(=O)CSc1nnc(SCCC(=O)O)s1	-6%	-18%	1.1%	-4%	-3%
O=C(NCCN1CCCC1)C1CCC(=O)N(CCCN2CCOCC2)C1 (stereo not given)	-7%	-6%	0.6%	0%	-7%
COc1ccc(-c2csc(/N=C/N(C)C)n2)cc1OC	1%	1%	2.1%	10%	6%
Cc1cc(OCC(=O)NNC(=O)c2ccncc2)ccc1C(C)C	6%	69%	0.5%	-7%	?
CCOC(=O)C1(Cc2cccc(OC)c2)CCCN(C(=O)c2cc(C)[nH]n2)C1 (stereo not given)	-1%	1%	3.5%	-4%	-2%
Cc1cc(Nc2cccc(F)c2)nc(N2CCOCC2)n1	4%	-1%	i	9%	-4%
COc1cc(OC)c(C2Nc3cccc4cccc(c34)N2)c(OC)c1	-1%	23%	7.5%	>100µM*	3%
CCOC(=O)c1sc(NC(=O)c2cccc(S(=O)(=O)N(CC)CC)c2)cc1C	7%	4%	0.3%	1%	-5%
CCC1SC(=NC(=O)c2ccc(Cl)c(Cl)c2)NC1=O (stereo not given)	6%	?	3.1%	1%	-10%
CCC(C)Sc1nc2c(c(=O)[nH]c(=O)n2C)n1CC(O)COc1cccc2ccccc12 (stereo not given)	-3%	-15%	5.2%	7%	-7%
Cc1ccc(C2C(C#N)=C(N)N(c3ncn[nH]3)C3=C2C(=O)CC(C)(C)C3)cc1 (stereo not given)	3%	-5%	2.7%	0%	-3%	VEEV TC-83 Vero 10K pilot screen=1.7
Cc1ccc2[nH]c(O)c(N=NC(=O)C3CC3c3ccccc3)c2c1Br (stereo not given)	4%	3%	0.2%	-3%	.
CCC(CC)C(=O)c1c[nH]c(C(=O)N2CCN(c3ccccc3)CC2)c1	-26%	18%	2.8%	-38%	13%
Cc1cccc(OCC(=O)NCCCNC(=O)c2ccccn2)c1	7%	-3%	0.8%	-10%	-1%
Cc1ccc2c(c1)N(CCC(=O)NCC1COc3ccccc3O1)C(=O)CO2 (stereo not given)	-5%	4%	1.4%	1%	0%	VEEV TC-83 Vero 10K pilot screen=0.5
